MITF TRPM1 inh: reduces MITF-dependent TRPM1 promoter luciferase signal | SK-MEL-5 TRPM1 promoter luciferase, 24 h | inhibition, % at 12.5 µM | hit rate 0.83% among 330,000;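 active = mean inhibition across replicates of 60% or more, whatever share of single replicates reaches that level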; note: values of inactives mirror those of a sister screen read the other way
NR2E3 ag-1: agonists of human NR2E3 nuclear receptor; hit rate 0.35% among 360,000; inhibition of corepressor binding, % at 3.98 µM; CHO-S Gal4-NCOR/VP16-NR2E3 two-hybrid, luciferase; AID 602229;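 active = inhibition above the mean of all tested compounds plus 3 SD, cut at about 70% in these data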;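 note: 0% = DMSO with NR2E3 transfected cells and 100% = cells lacking NR2E3 construct; higher means lower luciferase signal from less NR2E3 corepressor binding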
Target sequence (Q9Y5X4 whole entry, looked up, the tested form may be a part): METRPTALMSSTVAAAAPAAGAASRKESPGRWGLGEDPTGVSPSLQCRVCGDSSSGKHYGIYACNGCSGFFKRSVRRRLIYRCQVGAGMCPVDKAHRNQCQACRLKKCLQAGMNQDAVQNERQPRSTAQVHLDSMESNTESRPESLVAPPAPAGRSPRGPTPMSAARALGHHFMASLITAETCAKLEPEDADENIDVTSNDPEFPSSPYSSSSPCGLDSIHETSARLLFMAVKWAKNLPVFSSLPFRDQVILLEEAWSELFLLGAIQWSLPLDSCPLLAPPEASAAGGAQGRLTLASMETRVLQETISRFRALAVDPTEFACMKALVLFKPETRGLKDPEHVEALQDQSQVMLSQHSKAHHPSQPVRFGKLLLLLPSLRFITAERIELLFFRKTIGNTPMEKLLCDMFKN
HIF-2a block: HIF-2a inhibition; 786-0 RCC cells HIF-2a reporter, luciferase luminescence, overnight; inhibition, % at 18.8 µM; hit rate 0.72% among 360,000; AID 624352;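 active = inhibition of the luminescence signal of 40% or more relative to plate controls, in a single-dose primary screen at 18.75 µM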
CaV13 ICDI inh: Disruptors of the CACNA1D IQ motif to Ca2+-dependent inactivation inhibitor domain association, primary screening, Förster resonance energy transfer in intact living … | HEK cells, CFP/YFP FRET ICDI-IQ, plate reader, 10 min; percent FRET-ratio fall versus neutral wells | hit rate 0.098% among 340,000 | inhibition, % at 12.3 µM | AID 743397;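 active = mean replicate inhibition of at least 30% and at least 1% of replicates passing that level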;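 note: 0% = median of the neutral control wells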
Granule exo inh: lytic granule exocytosis inhibition | inhibition, % at 10 µM | hit rate 0.66% among 360,000 | AID 651702 | TALL-104 LAMP-1 surface exposure, flow cytometry; cells stimulated with thapsigargin and PMA;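 active = inhibition above about 55%, limit read from the data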
hiPSC survival: enhancers of human iPSC single-cell survival; hiPSC single-cell survival, ATPlite luminescence; 100% = ROCK inhibitor wells, 0% = DMSO; survival enhancement, % at 20 µM; hit rate 0.044% among 360,000; in the data active = survival enhancement above about 18%;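 note: cells exposed to compounds for 16 hours before the ATP read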
aDG glyco act: increases alpha dystroglycan glycosylation; Pro5-aDG cells, alpha-DG glycosylation AlphaScreen (IIH6); 0% Pro5, 100% B10-LARGE cell signal; activation, % at 10 µM; hit rate 0.22% among 360,000; AID 624168;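 active = activation of at least 8% versus controls, or a plate z-score of at least 8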;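 note: Pro5 are CHO cells carrying HIG-tagged alpha-DG that lacks glycosylation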
Vif inh: blocks HIV Vif function | HEK293T cells, Vif self-association by quenched fluorescence, imaging, 24 h | inhibition, % at 7.49 µM | hit rate 0.35% among 340,000 | AID 602346; in the data active = inhibition above about 50%, passing the limit was not always enough; note: some results filed as inactive read as strong as hits
NR2E3 ag-2: NR2E3 (human) agonism | Q9Y5X4 | inhibition of corepressor binding, % at 4.78 µM | AID 2300 | hit rate 0.12% among 320,000 | GST-NR2E3/biotin-RetCOR TR-FRET, 1536-well;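 active = percent inhibition above the cutoff of mean plus 3 SD of all tested compounds, set per screening campaign, cut at about 20% in these data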;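 note: 0% = DMSO wells and 100% = biotin wells as full block of FRET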
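Material: NR2E3–RetCOR corepressor complex | Quantity: 1.35 nM GST-tagged NR2E3 final | Schedule: 5 h at 4 °C | Replication: Singlicate compound wells | Reagent: RetCOR corepressor, biotinylated, 7 nM | Controls: Biotin wells as high control, 0.6% DMSO wells as low control | Signal: TR-FRET, Eu(K)-anti-GST donor, streptavidin-D2 acceptor, ex 340, em 617/671 nm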
Peg3 prom inh: Peg3 promoter activity inhibition | HeLa PEG-Prom luciferase reporter, luminescence, overnight | inhibition, % at 20 µM | hit rate 1.7% among 360,000;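 active = inhibition of at least 50% at 20 µM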
PDI inh: blocks human protein disulfide isomerase activity; PDI insulin aggregation turbidity, A650, 90 min; inhibition, % at 10 µM; hit rate 0.052% among 350,000; AID 588391;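 active = mean inhibition across replicates of 30% or more, whatever share of single replicates reach that level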;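 note: absorbance from insulin aggregation driven by PDI reduction with DTT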
Target sequence (P07237 whole entry, looked up): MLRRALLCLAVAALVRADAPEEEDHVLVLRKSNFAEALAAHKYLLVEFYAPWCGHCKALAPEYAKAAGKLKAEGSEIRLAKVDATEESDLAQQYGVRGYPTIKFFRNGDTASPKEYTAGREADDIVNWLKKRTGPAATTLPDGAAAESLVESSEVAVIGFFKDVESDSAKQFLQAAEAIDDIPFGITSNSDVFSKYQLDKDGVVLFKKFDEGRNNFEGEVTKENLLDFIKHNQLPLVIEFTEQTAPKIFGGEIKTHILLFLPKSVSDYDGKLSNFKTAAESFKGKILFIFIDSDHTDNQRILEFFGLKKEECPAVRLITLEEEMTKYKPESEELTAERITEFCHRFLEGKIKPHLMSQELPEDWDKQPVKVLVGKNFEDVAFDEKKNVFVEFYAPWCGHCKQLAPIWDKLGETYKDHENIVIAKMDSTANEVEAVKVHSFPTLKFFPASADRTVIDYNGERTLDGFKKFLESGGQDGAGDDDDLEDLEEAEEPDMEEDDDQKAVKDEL
Numbers without * were called inactive; . = not tested or not shown.

SMILES	MITF TRPM1 inh	NR2E3 ag-1	HIF-2a block	CaV13 ICDI inh	Granule exo inh	hiPSC survival	aDG glyco act	Vif inh	NR2E3 ag-2	Peg3 prom inh	PDI inh
CCOc1ccc(N2CC(NC(=O)c3cccc4ccccc34)CC2=O)cc1 (stereo unspecified)	-3.1	-19.1	3.0	-14.9	-2.0	-0.4	0.0	-10.1	-6.5	3.3	-1.3
CN=C1c2cc3cc(OC)ccc3n2CCN1Cc1ccccc1	5.5	-36.8	15.3	-3.9	0.0	-2.0	-0.2	0.7	.	3.2	7.0
CC(C)C(=O)Nc1ccc(C(=O)Nc2nnc(C(C)(C)C)s2)cc1	-8.1	23.4	-2.7	-3.9	-0.2	0.3	-0.3	3.7	-1.1	-28.1	-3.3
Cc1cccc(OCCCCCn2ccnc2)c1C	-0.3	14.9	-0.5	-4.2	0.2	0.7	0.6	-7.6	3.5	3.1	-1.1
O=C(COC(=O)c1ccc(O)cc1)NC1CCCCCC1	-0.7	-18.5	-5.9	-1.8	-4.0	4.8	-0.3	-4.4	-0.4	-23.4	9.1
NS(=O)(=O)c1ccc(NC(=S)NC(=O)/C=C/c2ccco2)cc1	7.1	-12.2	5.4	-2.3	-0.8	1.1	0.2	5.5	1.6	7.0	-4.1
FC(F)(F)c1cccc(CNc2ncccc2-c2nc3cc(Cl)ccc3o2)c1	-7.5	-7.6	-16.6	-3.4	-0.7	-0.6	0.4	0.9	2.8	-6.0	-15.9
CC(=O)Nc1ccc(C(=O)OCC(=O)N2CCC(Cc3ccccc3)CC2)cc1	-1.9	-2.8	-2.0	-4.7	0.4	0.0	0.0	6.4	3.0	-3.9	-3.6
Cc1ccccc1CN1[C@@H]2c3ccccc3C[C@@H]2OCCS1(=O)=O	-4.1	-8.9	-6.6	-5.4	-4.9	1.3	0.1	-3.8	2.0	-4.4	-3.1
CS(=O)(=O)N(CC(=O)NCc1ccncc1)c1ccc(Cl)c(Cl)c1	29.1	-10.1	1.9	-6.4	-0.4	-0.6	0.1	-6.4	2.3	-17.7	5.2
Cc1ccc(NC(=O)CN(C)C(=O)COC(=O)c2ccc(NC(=O)CC#N)cc2)cc1	16.4	-11.7	1.9	-6.1	2.1	1.3	-0.2	11.7	.	4.9	-11.4
CCC/C(C#Cc1ccc(N(C)C)cc1)=C1/c2ccccc2C(=O)N1c1ccccc1	-10.8	-11.8	-35.4	-30.2	3.9	-1.0	-0.1	6.4	.	-5.3	-4.1

Overlap with the part before: 2 compounds; new compounds follow.
SMILES	MITF TRPM1 inh	NR2E3 ag-1	HIF-2a block	CaV13 ICDI inh	Granule exo inh	hiPSC survival	aDG glyco act	Vif inh	NR2E3 ag-2	Peg3 prom inh	PDI inh
Cc1ccc(NC(=O)CN(C)C(=O)COC(=O)c2ccc(NC(=O)CC#N)cc2)cc1	16.4	-11.7	1.9	-6.1	2.1	1.3	-0.2	11.7	.	4.9	-11.4
CCC/C(C#Cc1ccc(N(C)C)cc1)=C1/c2ccccc2C(=O)N1c1ccccc1	-10.8	-11.8	-35.4	-30.2	3.9	-1.0	-0.1	6.4	.	-5.3	-4.1
CCc1ccc(NC(=O)CN2CCC(C(=O)c3ccc(OC)cc3)CC2)cc1	16.5	11.0	14.5	-3.8	14.3	0.3	0.2	7.4	4.1	15.6	-10.4
O=C1NC[C@H](CCCCN2C[C@H](Cc3ccc(O)cc3)N(CCC3CCCCC3)C(=O)C2=O)N(CCc2ccccc2)C1=O	.	-12.2	-0.6	-5.8	-7.4	-0.8	1.1	.	.	.	.
CN(C(=O)c1cc2ccccc2o1)c1c(N)n(Cc2ccccc2)c(=O)[nH]c1=O	3.8	-0.5	11.7	-4.1	-1.8	-0.6	0.0	-2.9	.	-15.8	-5.8
NS(=O)(=O)c1cccc(NC(=O)Cn2cc(C(F)(F)F)cc(Cl)c2=O)c1	4.5	12.0	16.1	-4.5	2.9	-0.4	0.1	-3.4	-1.4	12.1	3.3
O=S(=O)(c1cccc(-c2n[nH]c(=S)o2)c1)N1CCOCC1	-2.9	16.1	11.7	-2.7	4.9	-0.5	0.1	-1.7	0.4	1.2	-1.5
CC1CCCCC1NC(=O)CCCCCn1c(=S)[nH]c2ccsc2c1=O (stereo unspecified)	-2.2	-44.9	13.7	-5.4	-0.5	-0.4	-0.2	-1.4	2.5	25.4	9.1
CN(C)CCNC(=O)CNC(=S)N(Cc1ccccc1)Cc1cccnc1	-4.6	19.2	15.0	-6.9	0.2	1.3	-0.3	9.4	3.4	15.2	-0.1
Cc1nc2ccc(NC(=O)c3ccc(F)c(S(=O)(=O)N4CCOCC4)c3)cc2s1	11.6	-3.3	24.3	.	19.3	-1.8	0.2	.	0.0	12.6	-6.6
COc1cc(SC)ccc1C(=O)OC(C)C(=O)Nc1ccc(NC(C)=O)cc1 (stereo unspecified)	-3.8	-2.6	12.4	-4.7	-6.4	-0.7	0.0	-3.1	2.3	8.3	-2.2
CN(C)CCCNCC(=O)c1c(-c2ccccc2)n(C)c2ccccc12	-1.1	-3.5	17.7	-4.2	-1.0	-0.6	0.1	.	-3.4	8.8	-11.8
O=C(Nc1ccccc1)c1ccc(-c2ccccc2Cl)o1	-85.5	4.4	-319.7	-9.0	7.2	-1.8	0.2	-1.9	-0.1	-293.7	-0.9
CCc1ccc(C(=O)N/N=C(\C)c2cccnc2)s1	-108.4	-40.1	-117.7	.	0.7	0.1	-0.1	1.7	0.1	-212.7	-1.1
Cc1cc[n+](-c2nc3ccccc3nc2C(=C=[N-])C#N)cc1	7.5	-11.8	-2.5	-8.5	0.3	0.1	0.1	3.1	-2.3	-4.3	-7.7
O=C1CCN(CCc2ccccc2)CCN1[C@H](CSc1ccccc1)Cc1ccccc1	-15.0	-14.5	-1.4	-4.9	-2.5	-2.1	0.5	-9.1	5.2	-0.6	12.1
C/C(=N/Nc1nc(C)c(C)s1)c1cccc([N+](=O)[O-])c1	-70.4	-99.8	-210.1	-12.5	-10.2	0.6	0.4	-0.6	4.3	-189.5	4.9
Cc1ccc(S(=O)(=O)CC(=O)c2ccc3c(c2)OCCO3)cc1	-37.0	-93.8	-54.8	-4.7	0.7	0.4	-0.4	0.7	-5.0	-132.1	6.0
CC1=C(C(=O)Nc2cc(C(=O)NCCCOC(C)C)ccc2C)SCCO1	0.4	4.1	13.7	-4.2	-15.5	0.0	0.1	-1.3	1.6	-2.8	-4.0
CCOc1ccc(OCC(=O)OCC(=O)NCC2CCCO2)cc1 (stereo unspecified)	11.2	9.0	17.6	-16.6	-0.5	0.3	-0.2	-3.1	-0.4	3.2	0.0
Cc1cccc(N2CCN(C(=O)Cn3cccc3C(=O)c3ccccc3)CC2)c1C	-6.4	-19.8	15.3	-4.4	-1.4	-1.2	0.5	-1.6	1.7	23.6	15.4
COc1cccc(NC(=O)CSc2nnc(-c3ccc(C)cc3)o2)c1	-47.5	-53.7	-212.0	-2.2	-2.1	0.1	-0.1	0.4	3.1	-289.8	.
CSc1ccccc1NC(=O)CN1CCN(c2ccccn2)CC1	-1.3	-6.0	9.8	-19.3	6.4	0.4	0.1	-4.3	-0.3	0.2	-0.1
CCOC(=O)CC(=O)CSc1ccc2nnc(-c3ccc(F)cc3)n2n1	4.0	-35.3	0.2	-5.3	-3.6	-0.6	-0.3	.	1.2	11.9	-4.2
O=C(O)c1ccc(Nc2c3ccccc3nc3ccccc23)cc1	-8.7	-34.4	-17.3	-3.8	-4.1	0.1	0.2	-4.7	2.2	-8.6	1.7
CCN(CC)CCCn1c(C)cc2c(c1=O)C(c1ccc(OC)c(OC)c1OC)C(C#N)=C(N)O2 (stereo unspecified)	-15.8	-18.8	8.0	.	-1.8	6.4	-0.2	-2.7	-0.3	12.9	-11.9
O=C(N/N=C/c1ccccc1)c1ccc(N2CCCC2=O)cc1	-24.2	-1.8	-49.2	0.2	2.1	-2.6	-0.1	2.6	2.4	-22.3	.
CN(C)c1ccc(NC(=O)Nc2ccc3c(c2)c(=O)n(C)n3Cc2ccc(Cl)cc2)cc1	.	-34.1	-38.9	-9.3	0.3	2.4	-0.1	.	.	-13.0	-6.5
Cn1c(=O)c2c(nc(N3CCN(Cc4ccccc4)CC3)n2CCCc2ccccc2)n(C)c1=O	-6.8	-6.9	2.9	.	0.1	3.6	-0.2	-16.8	3.4	-4.8	11.7
CCOc1ccc(NC(=O)C2CCCN2S(=O)(=O)c2ccc(OCC)cc2)cc1 (stereo unspecified)	-1.6	-33.0	-10.8	-4.8	55.7*	-0.5	0.2	1.4	2.5	-2.6	-16.0
CCCC(=O)Nc1ccc(-c2csc(-c3cccnc3)n2)cc1	-24.4	15.9	-110.0	-19.0	0.1	-0.4	0.4	4.9	.	-94.2	-3.5
O=C1CSC(=S)N1Cc1ccccc1	.	2.0	13.8	-4.9	0.6	2.5	0.6	-4.0	.	6.6	3.0
CCC1CCCCN1C(=O)CSc1nnc(-c2cccc(Cl)c2)o1 (stereo unspecified)	.	-75.6	-184.9	-2.4	0.7	3.0	0.1	6.3	1.6	-158.1	.
O=C1Nc2ccccc2/C1=N\N=C\c1ccc(O)c(O)c1	-2.4	-23.6	-99.2	-15.8	-2.6	0.6	-0.2	-1.4	-4.3	-30.0	1.3
Cc1ccc(S(=O)(=O)N2CCC[C@H]2C(=O)NC2=NCCS2)cc1	9.3	-11.4	10.6	-5.3	-5.1	-2.0	-0.1	9.3	.	6.5	2.0
CCOC(=O)C1(Cc2ccc(OC)cc2)CCN(C(=O)CN2CCOC2=O)CC1	-13.3	1.8	-88.3	-7.7	-3.9	-0.1	0.2	-3.7	-1.2	-66.5	0.1
COc1ccccc1N1CCN(C(=O)/C=C/c2c(Cl)nc3ccccn23)CC1	-12.8	2.9	19.1	0.4	-2.2	0.9	0.0	-15.2	-1.9	20.5	-2.8
O=C(c1cccn2c(=O)c3cc(Cl)ccc3nc12)N1CCN(Cc2ccc3c(c2)OCO3)CC1	-4.8	0.4	-1.9	-6.9	0.1	9.1	-0.3	-0.6	5.6	17.3	3.8
COCCCN1C(=O)c2ccc(C(=O)NCc3ccccn3)cc2C1=O	-6.4	9.7	-5.4	-2.7	3.0	-0.3	0.0	-8.4	-1.7	-6.4	-0.7
O=C(CC1SC(=O)N(Cc2ccccc2Cl)C1=O)Nc1nccs1 (stereo unspecified)	-3.0	2.5	11.4	1.2	-2.3	-0.5	0.0	-0.5	3.2	18.3	6.9
Cc1ccc(CN2C(=O)CCC2C(=O)NCC2CCCO2)cc1 (stereo unspecified)	-8.3	-8.7	9.4	.	-0.8	0.3	0.1	-4.0	-0.8	-4.3	-9.2
COc1ccccc1N1CCN(C(=O)CCn2c(=O)[nH]c3ccsc3c2=O)CC1	2.2	-1.4	16.2	-4.2	-0.2	2.6	0.1	0.8	4.9	7.4	9.0
O=C(COc1coc(CN2CCc3ccccc3C2)cc1=O)Nc1ccc(F)cc1F	1.9	0.7	11.7	-6.0	-5.5	-0.5	0.4	-2.1	4.5	18.4	-6.9
O=C(OCCc1cc2ccccc2c(=O)o1)c1ccco1	-10.2	23.2	-9.0	-7.8	-3.2	-3.0	-0.3	4.1	-6.2	-88.1	1.1
Cn1c(SCc2ccc(C#N)cc2)nnc1-c1ccccc1	-8.8	-3.6	-11.4	.	-3.4	5.6	0.0	-16.4	-0.1	9.2	2.5

From PubChem
